Bim-Bcl-2: inhibitors of Bim-Bcl-2 interaction, human. P10415. Bead-based flow cytometry, Bim peptide-Bcl-2 binding. inhibition, % at 10 µM. 190,000 tested, 0.06% active. AID 950; in the data active = inhibition above about 40%; inconclusive = no clear call, values can overlap the other calls;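 note: 0% = no compound wells with probe peptide and 100% = reference peptide inhibitor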
GSH fluor: compound fluoresces at 488/530 nm on GSH beads | GSH beads flow cytometry, compound fluorescence 488/530 nm; hits give high values | fluorescence (KMESF) at 10 µM | 190,000 tested, 0.25% active | AID 1776; in the data active = fluorescence above about 89;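 note: glutathione beads carrying GST-tagged Bcl family fusion proteins plus one bare bead set; values are compound well signal with DMSO vehicle wells as background; inactives centre near 16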
RGS7-Gao: regulators of human RGS7-Galphao interaction; Multiplexed bead flow cytometry, RGS7-Galphao binding; actives lie on both sides; binding response (% of control), % at 10 µM; 220,000 tested, 0.35% active; AID 1439; in the data active = binding response below about 49% or above about 150%; inconclusive = no clear call, values can overlap the other calls; inactive = in between;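 note: fluorescent Galphao held in activated GDP-AlF4 state binding bead-coupled RGS7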
Target sequence (P09471 whole entry, looked up): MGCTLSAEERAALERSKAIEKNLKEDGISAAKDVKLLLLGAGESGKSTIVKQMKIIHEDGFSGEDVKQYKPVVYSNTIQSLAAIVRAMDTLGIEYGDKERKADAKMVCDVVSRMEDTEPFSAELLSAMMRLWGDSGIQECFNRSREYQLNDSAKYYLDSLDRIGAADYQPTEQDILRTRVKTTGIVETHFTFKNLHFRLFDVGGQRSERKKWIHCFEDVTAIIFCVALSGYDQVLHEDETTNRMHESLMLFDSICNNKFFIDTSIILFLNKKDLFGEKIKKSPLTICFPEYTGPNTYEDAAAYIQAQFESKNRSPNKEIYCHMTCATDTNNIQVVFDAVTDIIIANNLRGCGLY
Bcl-XL Bim block: disrupts Bim peptide binding to human Bcl-XL; bead flow cytometry, fluorescence; Q07817; 190,000 tested, 0.04% active; inhibition, % at 10 µM
Mcl1-Bid inh: disrupts binding of human Mcl-1 to Bid peptide | TR-FRET Mcl-1/Bid-Dy647 peptide binding, 1536-well | 220,000 tested, 0.97% active | inhibition, % at 21.7 µM | Q07820;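 active = compounds that cut the binding signal by more than half at the single screening dose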;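 note: His-tagged Mcl-1 with europium anti-His antibody binding Bid BH3 peptide; 0% = Mcl-1 plus peptide wells and 100% = peptide-only wells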
Target sequence (Q07820 whole entry, looked up): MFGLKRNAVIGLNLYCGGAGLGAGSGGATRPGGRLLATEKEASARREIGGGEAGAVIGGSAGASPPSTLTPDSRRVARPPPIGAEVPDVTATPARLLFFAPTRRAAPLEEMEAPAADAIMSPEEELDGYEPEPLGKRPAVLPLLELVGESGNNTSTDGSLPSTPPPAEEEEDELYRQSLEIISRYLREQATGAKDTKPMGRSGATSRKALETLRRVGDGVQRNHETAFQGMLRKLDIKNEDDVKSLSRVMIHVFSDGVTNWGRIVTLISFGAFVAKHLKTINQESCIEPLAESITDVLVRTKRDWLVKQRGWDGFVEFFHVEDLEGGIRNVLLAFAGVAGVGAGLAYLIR
Bim-Bfl-1: disrupts Bim binding to human Bfl-1; 190,000 tested, 0.12% active; AID 1008; inhibition, % at 10 µM; Q16548; Bead-based flow cytometry, Bim-Bfl-1 binding inhibition;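 note: 0% = wells without compound plus tracer and 100% = blocker peptide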
RGS4-Gao reg: human RGS4-Galphao interaction regulation. P09471. Multiplexed bead flow cytometry, RGS4-Galphao binding; actives lie on both sides. binding response (% of control), % at 10 µM. 220,000 tested, 0.33% active; in the data active = binding response below about 49% or above about 150%; inactive = in between;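 note: fluorescent Galphao activated with aluminum fluoride binding bead-coupled RGS4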
Bim-Bcl-W: inhibitors of Bim-Bcl-W interaction, human; Q92843; bead-based flow cytometry, Bim peptide-Bcl-W binding; inhibition, % at 10 µM; 190,000 tested, 0.02% active;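 note: 0% = bound tracer without compound and 100% = peptide blocker; higher means less fluorescent Bim peptide bound to Bcl-W beads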
Bim-Mcl-1: human Bim-Mcl-1 interaction inhibition. 190,000 tested, 0.1% active. inhibition, % at 10 µM. Bead-based flow cytometry, Bim peptide-Mcl-1 binding. Q07820. AID 1009;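 note: 0% = no compound tracer wells and 100% = peptide blocker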
RGS8-Gao: regulators of human RGS8-Galphao interaction; P09471; multiplexed bead flow cytometry, RGS8-Galphao binding; actives lie on both sides; response (percent of control binding), % at 10 µM; 220,000 tested, 0.34% active; AID 1423; in the data active = response below about 60% or above about 140%; inactive = in between;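 note: Galphao activated as the GDP aluminium fluoride complex binding bead-coupled RGS8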
Bcl-B Bim block: human Bim-Bcl-B interaction inhibition; Q9HD36; 190,000 tested, 0.073% active; inhibition, % at 10 µM; bead-based flow cytometry, Bim peptide-Bcl-B binding;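 note: 0% = tracer peptide without compound and 100% = reference inhibitor peptide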
Target sequence (Q9HD36 whole entry, looked up): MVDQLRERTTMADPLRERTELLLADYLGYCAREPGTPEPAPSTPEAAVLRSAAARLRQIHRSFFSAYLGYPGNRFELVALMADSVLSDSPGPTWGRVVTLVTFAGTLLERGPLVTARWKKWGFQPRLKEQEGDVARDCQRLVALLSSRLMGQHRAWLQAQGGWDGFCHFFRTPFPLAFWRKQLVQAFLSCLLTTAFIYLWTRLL
Active calls of the source: *; ? = inconclusive. Cut-off read from the data, not from the text of the source, unless noted: active = inhibition above about 40%.

Bim-Bcl-2,GSH fluor,RGS7-Gao,Bcl-XL Bim block,Mcl1-Bid inh,Bim-Bfl-1,canonical_smiles,RGS4-Gao reg,Bim-Bcl-W,Bim-Mcl-1,RGS8-Gao,Bcl-B Bim block
-3,10,114,-7,-15,-1,CC/C(=N/Nc1ccc(Cl)cc1)c1cnnc(SC)n1,112,-2,-3,111,-4
0,10,99,-1,-243,4,COc1cccc(NC(=S)NNC(=O)c2ccccc2OC(F)F)c1,100,2,-1,103,-13
-5,54,98,-9,14,-9,Cn1c(O)c(C=NC(CC(N)=O)C(=O)O)c(=O)n(C)c1=O (configuration not stated),103,0,1,100,-2
-5,14,100,-4,-32,-6,O=C(NCCCn1ccnc1)/C(=C/c1ccco1)NC(=O)c1cccs1,101,-6,-5,103,-7
6,17,90,2,-46,5,CCn1cnc2cc(NCc3nc4ccccc4n3Cc3ccccc3)ccc21,86,2,0,82,0
-3,0,89,10,7,0,O=S(=O)(Nc1cccc(-c2cn3cccnc3n2)c1)c1ccccc1,95,7,7,77,9
-3,26,99,-5,-6,-13,C/C(=N\S(=O)(=O)c1ccc(C)cc1)N1CCN(S(=O)(=O)c2ccccc2)C1C(C)C (configuration not stated),98,2,1,98,-5
-8,17,99,-16,-49,-17,S=C(NCc1cccs1)Nc1cccc(Cl)c1Cl,101,-12,-11,99,-32

Part of the list above, set out differently.
Order of values: Bim-Bcl-2	GSH fluor	RGS7-Gao	Bcl-XL Bim block	Mcl1-Bid inh	Bim-Bfl-1	RGS4-Gao reg	Bim-Bcl-W	Bim-Mcl-1	RGS8-Gao	Bcl-B Bim block
- Cn1c(O)c(C=NC(CC(N)=O)C(=O)O)c(=O)n(C)c1=O (configuration not stated)
→ -5	54	98	-9	14	-9	103	0	1	100	-2
- O=C(NCCCn1ccnc1)/C(=C/c1ccco1)NC(=O)c1cccs1
→ -5	14	100	-4	-32	-6	101	-6	-5	103	-7

Whole records as entered above. Screens in order: Bim-Bcl-2	GSH fluor	RGS7-Gao	Bcl-XL Bim block	Mcl1-Bid inh	Bim-Bfl-1	RGS4-Gao reg	Bim-Bcl-W	Bim-Mcl-1	RGS8-Gao	Bcl-B Bim block
Listed for `Cn1c(O)c(C=NC(CC(N)=O)C(=O)O)c(=O)n(C)c1=O` (configuration not stated) = -5	54	98	-9	14	-9	103	0	1	100	-2
Listed for `C/C(=N\S(=O)(=O)c1ccc(C)cc1)N1CCN(S(=O)(=O)c2ccccc2)C1C(C)C` (configuration not stated) = -3	26	99	-5	-6	-13	98	2	1	98	-5

Later entries
Bim-Bcl-2,GSH fluor,RGS7-Gao,Bcl-XL Bim block,Mcl1-Bid inh,Bim-Bfl-1,canonical_smiles,RGS4-Gao reg,Bim-Bcl-W,Bim-Mcl-1,RGS8-Gao,Bcl-B Bim block
-2,23,98,-3,14,-5,CCOCCCNCC(=O)NCC1CCCCC1,96,-1,-3,100,-1
-9,34,101,-4,-6,-17,CCCCOC(=O)Nc1ccc(C(N)=O)cc1,103,-5,-6,101,-15
-3,21,92,-1,-17,-7,Cc1oc(-c2ccc(Cl)cc2)nc1CN1CCC(C(=O)N2CCN(Cc3ccccc3)CC2)CC1,93,1,1,94,-3
-12,25,100,-2,28,-14,Cc1cccc2cc(CN(C(=O)c3cnccn3)C3CCCCC3)c(Cl)nc12,103,-1,-4,102,-12
0,14,112,-2,-28,-2,Nc1cccc(CN2CCCC2)c1,101,0,0,101,0
0,21,97,-2,-3,-1,CO/N=C/c1ccc(Sc2ccccc2)c([N+](=O)[O-])c1,96,0,-2,100,-1
0,5,108,3,-22,1,Cc1ccc(C2NC(=O)c3c(sc(C)c3C)N2)c(O)c1 (configuration not stated),100,2,0,98,0
-9,8,105,4,2,-16,Cc1cccn2c(=O)c(/C=C(\C#N)C(=O)NC3CCS(=O)(=O)C3)c(N3CCC(C)CC3)nc12 (configuration not stated),105,2,0,107,-3

Other compounds:
Bim-Bcl-2,GSH fluor,RGS7-Gao,Bcl-XL Bim block,Mcl1-Bid inh,Bim-Bfl-1,canonical_smiles,RGS4-Gao reg,Bim-Bcl-W,Bim-Mcl-1,RGS8-Gao,Bcl-B Bim block
-5,36,112,-10,-12,-6,COc1ccc(C(=O)Cn2c(Br)nc3c2c(=O)n(C)c(=O)n3C)cc1,114,2,0,111,-4
-9,32,102,-9,-34,-17,Cc1ccc(N2CCN(S(=O)(=O)c3ccc(F)c(C)c3)CC2)c(C)c1,96,-5,-5,100,-11
0,9,85,-5,5,0,COc1ccc(OCC(=O)Nn2c(-c3ccc(C)cc3)nc3ccccc3c2=O)cc1,88,-3,-3,92,-3
4,7,95,2,-22,0,CCn1c2ccccc2c2nnc(SCc3ccc(C(=O)OC)o3)nc21,100,1,0,100,1
-6,54,100,10,-62,-14,Nc1ccc(Cc2ccc(N)c(C(=O)O)c2)cc1C(=O)O,101,0,0,102,-8
0,13,94,-2,-3,-2,Cn1c(NC(=O)c2cccs2)cc(=O)n(C)c1=O,100,0,-3,101,0
-3,15,100,-2,-7,-4,C=CCNC(=O)c1sc(-c2ccccc2)nc1C,96,0,1,102,-2
-6,9,100,-7,-7,-11,CCSc1nc(-c2ccccc2)c2cc(Cl)ccc2n1,102,-2,-2,97,-11

Additional compounds
Bim-Bcl-2,GSH fluor,RGS7-Gao,Bcl-XL Bim block,Mcl1-Bid inh,Bim-Bfl-1,canonical_smiles,RGS4-Gao reg,Bim-Bcl-W,Bim-Mcl-1,RGS8-Gao,Bcl-B Bim block
-2,18,103,-2,-44,-4,O=C(CN1C(=O)CCC1=O)Nc1ccc(S(=O)(=O)N2CCOCC2)cc1,99,-3,-3,99,-7
-3,8,100,0,7,-11,Cc1ccc2cc3c(NC(=O)C(C)C)nn(C)c3nc2c1,100,-4,-1,100,-5
-3,11,98,-3,-11,-3,COc1ccc(CCNC(=O)c2cccc(S(=O)(=O)N3CCCCC3)c2)cc1,102,-4,0,99,-1
7,16,104,-3,-2,-4,COc1cccc(C(=O)Nc2nnc(C(C)C)s2)c1,103,-2,1,103,-3
2,11,99,0,5,-1,COC(=O)c1sc(NC(=O)CSc2nnc(Cn3nnc4ccccc43)n2C)nc1C,100,-1,0,99,-2
0,11,99,-3,-19,1,c1ccc(-c2noc(-c3ccc4c(c3)OCO4)n2)cc1,99,-3,-1,101,-2
-3,9,101,0,-56,-1,CCOC(=O)N1CCN(C(=S)Nc2cc(OC)c(OC)cc2C(=O)OC)CC1,102,0,-2,99,-2
0,17,?,1,-12,-5,CN=c1scc(C)n1/N=C/c1cc(Br)c(O)c(Br)c1,102,-1,1,101,-7

The results go on:
Bim-Bcl-2,GSH fluor,RGS7-Gao,Bcl-XL Bim block,Mcl1-Bid inh,Bim-Bfl-1,canonical_smiles,RGS4-Gao reg,Bim-Bcl-W,Bim-Mcl-1,RGS8-Gao,Bcl-B Bim block
1,6,100,-2,-46,6,Cn1cnc([N+](=O)[O-])c1Oc1ccc2ccccc2c1,99,0,-3,102,-7
-2,21,102,-1,-38,-8,CCC1CCCCN1C(=O)c1cc(COc2ccc3ncccc3c2)on1 (configuration not stated),106,-1,-1,103,-6
6,12,103,2,-19,1,Cc1cc(-c2cccc(Br)c2)c(C#N)c(N)n1,99,1,2,101,1
-12,25,100,-4,1,-11,CCCc1nc(-c2ccc(-c3ccc(F)cc3)cc2)no1,104,-1,0,105,-9
-5,10,?,0,-24,-6,CN(C)Cc1n[nH]c(=O)c2ccccc12,100,0,0,98,0
-5,20,103,-2,-22,-11,CCOC(=O)c1[nH]c(C)c(C(=O)Nc2ccc(C)c(C)c2)c1C,105,0,0,105,-6
-2,15,?,0,-26,5,COc1ccc(NC(=O)C(=S)NC2CCCCC2)cc1,100,-4,-4,100,-1
0,9,97,-4,-11,0,Oc1cccc(Nc2ncnc3ccccc23)c1,98,-2,-2,97,-1

Brought forward from above: 5 entries, followed by the next part.
Bim-Bcl-2,GSH fluor,RGS7-Gao,Bcl-XL Bim block,Mcl1-Bid inh,Bim-Bfl-1,canonical_smiles,RGS4-Gao reg,Bim-Bcl-W,Bim-Mcl-1,RGS8-Gao,Bcl-B Bim block
-12,25,100,-4,1,-11,CCCc1nc(-c2ccc(-c3ccc(F)cc3)cc2)no1,104,-1,0,105,-9
-5,10,?,0,-24,-6,CN(C)Cc1n[nH]c(=O)c2ccccc12,100,0,0,98,0
-5,20,103,-2,-22,-11,CCOC(=O)c1[nH]c(C)c(C(=O)Nc2ccc(C)c(C)c2)c1C,105,0,0,105,-6
-2,15,?,0,-26,5,COc1ccc(NC(=O)C(=S)NC2CCCCC2)cc1,100,-4,-4,100,-1
0,9,97,-4,-11,0,Oc1cccc(Nc2ncnc3ccccc23)c1,98,-2,-2,97,-1
1,8,103,-4,7,-1,Cc1c(CN(C)C(=O)c2nn(C)cc2[N+](=O)[O-])cnn1C,103,-2,-5,106,-3
0,15,101,0,-4,0,Cc1cc(C(F)(F)F)nn1CC(=O)N(C)c1ccccc1,104,2,5,101,0
-4,22,101,-3,-11,-8,CCC(=O)Nc1c2c(nn1-c1ccc(OC)cc1)CS(=O)C2 (configuration not stated),102,0,-1,100,-7
-1,72,97,-1,-10,-1,CC1CN(S(=O)(=O)c2cccc(C(=O)Nc3ccc(S(=O)(=O)Nc4ncccn4)cc3)c2)CC(C)O1 (configuration not stated),102,-1,2,101,-1

Screening results (PubChem BioAssay)
